MEKK2mut PB1 HTS: MEK5 binding signal on mutant MEKK2 PB1, primary screen, biochemical, multiplex bead flow cytometry, Alexa488-MEK5; Alexa488-MEK5 binding to MEKK2 mutant; percent response, % at 10 µM; hit rate 0.35% among 290,000; in the data active means percent response above about 24%, passing the limit was not always enough; further: inactives centre near 1; some results filed as inactive read as strong as hits; reference of the scale not given here
IDE act: human IDE activators in live cells, primary screen, fluorescence polarization, HEK cells, FAbeta-B substrate; Insulin-degrading enzyme (Homo sapiens), P14735; FAbeta-B cleavage; 0% vehicle, 100% cell-free pure enzyme wells; activation, % at 5.96 µM; hit rate 0.073% among 340,000;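 active means activation above the mean of all tested compounds plus 3 SD, set per screening campaign, cut at about 17% in these data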
NALP1 yeast inh: NALP1 inflammasome inhibitors in reconstituted yeast, colorimetric, S. cerevisiae, triplicate retest; inhibition, % at 10 µM; AID 2071, 2009; S. cerevisiae NALP1/ASC/caspase-1 growth, X-gal OD620, 72 h; hit rate 0.61% among 280,000; in the data active means inhibition mostly above about 24%, no sharp cut-off; inactive means mostly below about 32%; further: some compounds called inactive have numbers as strong as hits
p-CIP stab down: p/CIP-EGFP fusion destabilizers, primary screen, fluorescence, F442A cells | 16 h | decrease of EGFP signal, % at 10 µM | Q05BA5 | hit rate 0.01% among 290,000;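 active means EGFP signal decrease of at least 30% at 10 µM or well 3 SD below plate mean, unless failing retest; inactive means the rest, including hits failing retest or dose response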; further: some compounds called inactive have numbers as strong as hits; many of its hits are not listed in these tables
MEKK3 PB1 HTS: modulators of MEKK3-MEK5 PB1 binding, primary screen, biochemical, wildtype MEKK3, multiplex bead flow cytometry, Alexa488-MEK5; Mitogen-activated protein kinase kinase kinase 3 (Homo sapiens), Q99759; bead-based flow cytometry, Alexa488-MEK5 binding to MEKK3; actives lie on both sides; 0 = blocked by unlabeled MEK5, 100 = vehicle; binding response (% of control), % at 10 µM; hit rate 1.4% among 290,000;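 active means binding response more than 3 SD above or below the average of its plate-row segment, actives on both sides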;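 further: Alexa488 bead fluorescence after subtracting the streptavidin-only scavenger bead signal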
IDE inh: human IDE inhibitors in live cells, primary screen, fluorescence polarization, HEK cells, FAbetaB substrate. FAbetaB cleavage. inhibition, % at 5.59 µM. hit rate 0.41% among 320,000;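 active means percent inhibition above the average of all tested compounds plus 3 SD, set per screening campaign, cut at about 16% in these data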;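 further: IDE supplied by intact live HEK cells; FP after avidin binding of uncleaved biotin substrate so inhibition keeps polarization high; 0% = DMSO wells and 100% = 60 µM reference IDE inhibitor Ii1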
SUMO HTRF inh: inhibitors of in vitro SUMOylation cascade, primary screen, biochemical, HTRF, uHTS; SUMO-conjugating enzyme UBC9 (Homo sapiens), P63279; HTRF SUMOylation assay, SAE1/SAE2 + UBC9; inhibition, % at 35 µM; hit rate 0.36% among 290,000; AID 2006, 2009; in the data active means inhibition above about 50%, passing the limit was not always enough; further: strong numbers were not always called active
M18AAP inhibitor: PfM18AAP inhibitors, malaria aminopeptidase, primary screen, biochemical, QFRET, recombinant enzyme. M18 aspartyl aminopeptidase (Plasmodium falciparum 3D7). inhibition, % at 7.35 µM. hit rate 1.2% among 290,000. H-Glu-NHMec fluorogenic cleavage. AID 1822, 2009;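 active means inhibition above the campaign mean inhibition over all tested compounds plus 3 SD, cut at about 28% in these data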;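 further: 0% = plate median of test compound wells and 100% = 2 mM ZnCl2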
MEKK2wt PB1 HTS: modulators of MEK5 binding to wildtype MEKK2, primary screen, biochemical, multiplex bead flow cytometry, Alexa488-MEK5; Mitogen-activated protein kinase kinase kinase 2 (Homo sapiens), Q9Y2U5; Alexa488-MEK5 binding to MEKK2 WT; actives lie on both sides; binding response (% of control), % at 10 µM; hit rate 1.1% among 290,000; in the data active means binding response below about 67% or above about 130%
The depositor's hits bear a star. Not all compounds are listed; the hit share may differ from the screen's.

`Cn1c(COc2ccccc2)nnc1SCC(=O)c1cccc([N+](=O)[O-])c1` gave MEKK2mut PB1 HTS 5, IDE act 1, NALP1 yeast inh 9, p-CIP stab down -8, MEKK3 PB1 HTS 104, IDE inh -2, SUMO HTRF inh 15, M18AAP inhibitor -6 and MEKK2wt PB1 HTS 103.
For Cc1ccc(/C=C(\NC(=O)c2ccccc2)C(=O)N2CCCC2C(=O)O)cc1 (stereo not drawn) the results were MEKK2mut PB1 HTS -2, IDE act 2, NALP1 yeast inh 3, p-CIP stab down -9, MEKK3 PB1 HTS 100, IDE inh 0, SUMO HTRF inh 17, M18AAP inhibitor -5 and MEKK2wt PB1 HTS 94.
COc1ccccc1CN1CC(C(=O)NC2CCCCC2)CC1=O (stereo not drawn) was read as MEKK2mut PB1 HTS 4, IDE act -6, NALP1 yeast inh -1, p-CIP stab down -4, MEKK3 PB1 HTS 104, IDE inh -1, SUMO HTRF inh 17, M18AAP inhibitor 3 and MEKK2wt PB1 HTS 102.
Screening COc1cc(OC)cc(C(=O)NCC(=O)OC2CCOC2=O)c1 (stereo not drawn) returned MEKK2mut PB1 HTS 6, IDE act 0, NALP1 yeast inh 25, p-CIP stab down -2, MEKK3 PB1 HTS 118, IDE inh 2, SUMO HTRF inh 9, M18AAP inhibitor 10 and MEKK2wt PB1 HTS 105.
O=C(Nc1ccc2c(c1)Cc1ccccc1-2)c1cc2ccccc2o1 was read as MEKK2mut PB1 HTS 13, IDE act 8, MEKK3 PB1 HTS 108, IDE inh 4, M18AAP inhibitor -4 and MEKK2wt PB1 HTS 105.
For O=C(NNC(=S)Nc1ccc(F)cc1)C1CC1c1ccc(Cl)cc1 (stereo not drawn) the results were MEKK2mut PB1 HTS -1, IDE act -4, NALP1 yeast inh 12, p-CIP stab down 1, MEKK3 PB1 HTS 94, IDE inh -1, SUMO HTRF inh -84, M18AAP inhibitor 4 and MEKK2wt PB1 HTS 97.
For CCN1CCN(CC(=O)c2ccc(C)cc2)CC1 the results were MEKK2mut PB1 HTS 4, IDE act 2, NALP1 yeast inh -9, p-CIP stab down 13, MEKK3 PB1 HTS 104, IDE inh 3, SUMO HTRF inh 34, M18AAP inhibitor 7 and MEKK2wt PB1 HTS 110.
CCc1nnc(NC(=O)CCC(=O)N2CCN(c3cc(C)ccc3C)CC2)s1 was read as MEKK2mut PB1 HTS 0, IDE act 2, NALP1 yeast inh 17, p-CIP stab down -8, MEKK3 PB1 HTS 100, IDE inh 7, SUMO HTRF inh -6, M18AAP inhibitor 3 and MEKK2wt PB1 HTS 103.
Screening O=C(NCC1CCCO1)c1cn(-c2ccccc2)nc1-c1ccc(F)cc1 (stereo not drawn) returned MEKK2mut PB1 HTS -2, IDE act 7, NALP1 yeast inh 3, p-CIP stab down -10, MEKK3 PB1 HTS 105, IDE inh 3, SUMO HTRF inh 2, M18AAP inhibitor -4 and MEKK2wt PB1 HTS 102.
`Cc1cccc(N=C2NN=C(c3c(C)[nH]c4ccccc34)CS2)c1` gave MEKK2mut PB1 HTS 0, IDE act 4, NALP1 yeast inh -18, p-CIP stab down -12, MEKK3 PB1 HTS 103, IDE inh 2, SUMO HTRF inh 17, M18AAP inhibitor 1 and MEKK2wt PB1 HTS 99.
O=C(Nc1ccc(-c2ccc3nncn3n2)cc1)C1CCCCC1 was read as MEKK2mut PB1 HTS 0, IDE act 0, NALP1 yeast inh -4, p-CIP stab down 5, MEKK3 PB1 HTS 99, IDE inh 3, SUMO HTRF inh 2, M18AAP inhibitor 2 and MEKK2wt PB1 HTS 97.
`O=c1oc(-c2cccs2)nc2ccc(Cl)cc12` gave MEKK2mut PB1 HTS -6, IDE act 1, NALP1 yeast inh -9, p-CIP stab down 6, MEKK3 PB1 HTS 95, IDE inh -1, SUMO HTRF inh 5, M18AAP inhibitor 4 and MEKK2wt PB1 HTS 82.
`Cn1c(C(=O)N[C@@H](C(=O)O)c2ccccc2)cc2cc(F)ccc21` gave MEKK2mut PB1 HTS 4, IDE act 4, NALP1 yeast inh 4, p-CIP stab down -7, MEKK3 PB1 HTS 100, IDE inh -2, SUMO HTRF inh 20, M18AAP inhibitor 1 and MEKK2wt PB1 HTS 102.
COc1ccc(NCc2n[nH]c(=O)c3ccccc23)cc1 was read as MEKK2mut PB1 HTS -2, IDE act 4, NALP1 yeast inh 6, p-CIP stab down -15, MEKK3 PB1 HTS 97, IDE inh 2, SUMO HTRF inh -14, M18AAP inhibitor 8 and MEKK2wt PB1 HTS 97.
Screening COC(=O)Nc1ccc(S(=O)(=O)Nc2ncccn2)cc1 returned MEKK2mut PB1 HTS -5, IDE act 4, NALP1 yeast inh -2, p-CIP stab down -5, MEKK3 PB1 HTS 105, IDE inh 1, SUMO HTRF inh -7, M18AAP inhibitor -4 and MEKK2wt PB1 HTS 99.
CC(C)OCCCN1C(=O)c2[nH]nc(-c3ccccc3O)c2C1c1cccc(Cl)c1 (stereo not drawn) was read as MEKK2mut PB1 HTS 3, IDE act 0, NALP1 yeast inh -2, p-CIP stab down -6, MEKK3 PB1 HTS 138*, IDE inh -4, SUMO HTRF inh -12, M18AAP inhibitor -8 and MEKK2wt PB1 HTS 110.
Screening O=C1CC(=O)N(CCc2ccc(F)cc2)C(=O)N1 returned MEKK2mut PB1 HTS 1, IDE act 1, NALP1 yeast inh 3, p-CIP stab down -11, MEKK3 PB1 HTS 107, IDE inh 4, SUMO HTRF inh 13, M18AAP inhibitor -12 and MEKK2wt PB1 HTS 105.
Screening N=c1c(S(=O)(=O)c2ccc(Cl)cc2)cc2c(=O)n3ccccc3nc2n1C1CCCCC1 returned MEKK2mut PB1 HTS 1, IDE act 2, NALP1 yeast inh 13, p-CIP stab down -8, MEKK3 PB1 HTS 101, IDE inh 0, SUMO HTRF inh -3, M18AAP inhibitor 2 and MEKK2wt PB1 HTS 96.
For CNC(=O)c1cc(S(=O)(=O)N2CC(C)OC(C)C2)ccc1N1CCOCC1 (stereo not drawn) the results were MEKK2mut PB1 HTS 0, IDE act 3, NALP1 yeast inh -40, p-CIP stab down -12, MEKK3 PB1 HTS 99, SUMO HTRF inh 11, M18AAP inhibitor -2 and MEKK2wt PB1 HTS 99.
For CC(C)(C)c1ccc(C(=O)NC(=S)N2CCCC2)cc1 the results were MEKK2mut PB1 HTS 6, IDE act 3, NALP1 yeast inh 10, p-CIP stab down -38, MEKK3 PB1 HTS 101, IDE inh 3, SUMO HTRF inh 10, M18AAP inhibitor 11 and MEKK2wt PB1 HTS 104.
For CC1=C(C(=O)NC(C)c2ccccc2)C2(CCC(C)CC2)OC1=O (stereo not drawn) the results were MEKK2mut PB1 HTS -2, IDE act -8, p-CIP stab down -6, MEKK3 PB1 HTS 104, IDE inh 9, SUMO HTRF inh 9, M18AAP inhibitor -1 and MEKK2wt PB1 HTS 103.
Screening N#Cc1ccc(-c2ccc(OCC(=O)NCCc3ccccc3)cc2)cc1 returned MEKK2mut PB1 HTS 5, IDE act 0, NALP1 yeast inh 25, p-CIP stab down -10, MEKK3 PB1 HTS 98, IDE inh 0, SUMO HTRF inh -5, M18AAP inhibitor -4 and MEKK2wt PB1 HTS 110.
Screening CCOc1ccc(NC(=O)C(=O)NCCN2CCN(S(=O)(=O)c3ccc(C)cc3)CC2)cc1 returned MEKK2mut PB1 HTS -3, IDE act 3, NALP1 yeast inh 20, p-CIP stab down -4, MEKK3 PB1 HTS 98, IDE inh 2, SUMO HTRF inh 22, M18AAP inhibitor -5 and MEKK2wt PB1 HTS 98.
Screening COc1ccc(CN(C)S(=O)(=O)c2nnc(NC(=O)c3cccc(OC)c3)s2)cc1 returned MEKK2mut PB1 HTS 1, IDE act 4, NALP1 yeast inh 14, p-CIP stab down 1, MEKK3 PB1 HTS 101, IDE inh 3, SUMO HTRF inh 15, M18AAP inhibitor 3 and MEKK2wt PB1 HTS 96.
For CCN(CC)c1ccc(/C=N\NC(N)=O)cc1 the results were MEKK2mut PB1 HTS 8, IDE act -4, NALP1 yeast inh 31, p-CIP stab down -10, MEKK3 PB1 HTS 106, IDE inh 0, SUMO HTRF inh -2, M18AAP inhibitor 6 and MEKK2wt PB1 HTS 112.
`N#Cc1ccc(Cn2c(=O)oc3ccccc32)cc1` gave MEKK2mut PB1 HTS 2, IDE act 1, NALP1 yeast inh 6, p-CIP stab down -4, MEKK3 PB1 HTS 101, IDE inh -1, SUMO HTRF inh 2, M18AAP inhibitor -2 and MEKK2wt PB1 HTS 101.
Fc1ccc(Nc2ncnc3sc4c(c23)CCC4)cc1 was read as MEKK2mut PB1 HTS 0, IDE act -3, NALP1 yeast inh 36, p-CIP stab down -2, MEKK3 PB1 HTS 99, IDE inh -4, SUMO HTRF inh 3, M18AAP inhibitor 2 and MEKK2wt PB1 HTS 96.
For CCS(=O)(=O)N1CCN(C(=O)C(c2ccccc2)c2ccccc2)CC1 the results were MEKK2mut PB1 HTS -18, IDE act 0, NALP1 yeast inh 9, p-CIP stab down 4, MEKK3 PB1 HTS 62, IDE inh 6, SUMO HTRF inh -8, M18AAP inhibitor -6 and MEKK2wt PB1 HTS 72.
For O=C(CCCC(=O)c1ccccc1)Nc1ccc(O)cc1 the results were MEKK2mut PB1 HTS 2, IDE act 6, NALP1 yeast inh 0, p-CIP stab down -2, MEKK3 PB1 HTS 92, IDE inh 3, SUMO HTRF inh 2, M18AAP inhibitor 4 and MEKK2wt PB1 HTS 93.
COc1ccc(NC(=O)C2CCN(S(=O)(=O)c3ccc4c(c3)CC(C)N4C(C)=O)CC2)cc1OC (stereo not drawn) was read as MEKK2mut PB1 HTS 11, IDE act 77*, NALP1 yeast inh -5, p-CIP stab down -9, MEKK3 PB1 HTS 105, IDE inh -2, SUMO HTRF inh 16, M18AAP inhibitor 5 and MEKK2wt PB1 HTS 104.
Cc1cccc(S(=O)(=O)NNC(=O)c2cc(-c3ccc(F)cc3)nc3ccccc23)c1 was read as MEKK2mut PB1 HTS -3, IDE act 8, NALP1 yeast inh -30, p-CIP stab down 2, MEKK3 PB1 HTS 96, IDE inh -2, SUMO HTRF inh 24, M18AAP inhibitor 2 and MEKK2wt PB1 HTS 94.
COC(=O)c1[nH]c2ccc(C)cc2c1NC(=O)CN1CCc2cc(OC)c(OC)cc2C1 was read as MEKK2mut PB1 HTS 4, IDE act 1, NALP1 yeast inh -4, p-CIP stab down -5, MEKK3 PB1 HTS 93, IDE inh 8, SUMO HTRF inh -5, M18AAP inhibitor -1 and MEKK2wt PB1 HTS 103.
For COc1ccc(CC(=O)N/N=C/c2ccc(-c3ccc(F)cc3)o2)cc1OC the results were MEKK2mut PB1 HTS 8, IDE act -3, NALP1 yeast inh 21, p-CIP stab down -7, MEKK3 PB1 HTS 99, IDE inh 13, SUMO HTRF inh 8, M18AAP inhibitor 3 and MEKK2wt PB1 HTS 97.
COC(=O)c1cccc(NC(=O)Cc2ccsc2)c1 was read as MEKK2mut PB1 HTS 9, IDE act 5, NALP1 yeast inh -14, p-CIP stab down -8, MEKK3 PB1 HTS 105, IDE inh 9, SUMO HTRF inh -3, M18AAP inhibitor 2 and MEKK2wt PB1 HTS 115.

Screening data as filed in PubChem.
